# Assay outcomes from PubChem BioAssay.
# 697 NFkB inh = inhibitors of PMA/ionomycin-induced NF-kB reporter, 697 cells, primary screen, B-cell NF-kB inhibitor project, cell-based, luminescence, uHTS; inhibition, % at 4 µM; 0.33% of 330,000 active; 697 B-cell NF-kB luciferase reporter, 16 h; in the data active = inhibition above about 35%
# Gli-Sufu antag = Gli-Sufu pathway antagonists, primary screen, luciferase luminescence, Sufu-KO-LIGHT cells, uHTS | Sufu-KO-LIGHT fibroblasts, Gli luciferase reporter luminescence | inhibition, % at 5 µM | 0.74% of 340,000 active | AID 588413, 2011;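 active = inhibition above about 55%, limit read from the data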;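 note: 0% = DMSO-treated cells and 100% = wells with medium but no cells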
# UBC13 polyUb = UBC13 polyubiquitin chain formation inhibitors, primary screen, biochemical, TR-FRET, uHTS. inhibition, % at 20 µM. 0.47% of 330,000 active. AID 485273, 2010; in the data active = inhibition above about 45%, passing the limit was not always enough; inconclusive = no clear call, values can overlap the other calls
# SENP8 inh = SENP8 protease inhibitors, primary screen, biochemical, luminescence; Sentrin-specific protease 8 (Homo sapiens), Q96LD8; purified SENP8, Z-RLRGG-aminoluciferin cleavage; inhibition, % at 10 µM; 1.2% of 330,000 active; AID 2540, 2010
# EBI2 block = EBI2 receptor antagonists, beta-arrestin recruitment, primary screen, cell-based, luminescence, 7a,25-OHC stimulation, uHTS; G-protein coupled receptor 183 (Homo sapiens), P32249; 7a,25-OHC stimulated; inhibition, % at 5 µM; 0.81% of 360,000 active; AID 651636, 2012; in the data active = inhibition above about 38%;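 note: enzyme fragment complementation signal reports receptor beta-arrestin coupling in cells; 0% = agonist plus DMSO wells and 100% = wells without agonist; some results beyond the cut were filed as inactive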
# CCR6 antagonist = CCR6 receptor antagonists, primary screen, cell-based, CHO-K1, luminescence, beta-arrestin, uHTS | C-C chemokine receptor type 6 (Homo sapiens), P51684 | CHO-K1 CCR6 PathHunter beta-arrestin, CCL20-stimulated | inhibition, % at 20 µM | 0.49% of 340,000 active | AID 493098, 2011;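 active = compounds whose inhibition of the agonist-driven luminescence signal at 20 µM reaches about 50%, limit read from the data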;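 note: cells stimulated with CCL20 at 14 nM final; plate controls were DMSO with CCL20 for no effect and DMSO without agonist for full effect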
# Jurkat NFkB inh = inhibitors of induced NF-kB luciferase reporter, primary screen, TCR NF-kB activation inhibitor project, cell-based, luminescence, uHTS | inhibition, % at 4 µM | Jurkat, PMA/ionomycin-induced NF-kB luciferase reporter | 0.53% of 330,000 active
# Apaf1 inhib = inhibitors of human Apaf-1 apoptosome, primary screen, biochemical, DEVD-Rh110 fluorescence, uHTS; reconstituted apoptosome caspase-3 activity; inhibition, % at 20 µM; 0.71% of 330,000 active; AID 489030, 2010; active = inhibition of at least 40% at 20 µM;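 note: plate controls were DMSO wells for no effect and DEVD-CHO caspase inhibitor wells for full effect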
# Target sequence (O14727 whole entry, looked up): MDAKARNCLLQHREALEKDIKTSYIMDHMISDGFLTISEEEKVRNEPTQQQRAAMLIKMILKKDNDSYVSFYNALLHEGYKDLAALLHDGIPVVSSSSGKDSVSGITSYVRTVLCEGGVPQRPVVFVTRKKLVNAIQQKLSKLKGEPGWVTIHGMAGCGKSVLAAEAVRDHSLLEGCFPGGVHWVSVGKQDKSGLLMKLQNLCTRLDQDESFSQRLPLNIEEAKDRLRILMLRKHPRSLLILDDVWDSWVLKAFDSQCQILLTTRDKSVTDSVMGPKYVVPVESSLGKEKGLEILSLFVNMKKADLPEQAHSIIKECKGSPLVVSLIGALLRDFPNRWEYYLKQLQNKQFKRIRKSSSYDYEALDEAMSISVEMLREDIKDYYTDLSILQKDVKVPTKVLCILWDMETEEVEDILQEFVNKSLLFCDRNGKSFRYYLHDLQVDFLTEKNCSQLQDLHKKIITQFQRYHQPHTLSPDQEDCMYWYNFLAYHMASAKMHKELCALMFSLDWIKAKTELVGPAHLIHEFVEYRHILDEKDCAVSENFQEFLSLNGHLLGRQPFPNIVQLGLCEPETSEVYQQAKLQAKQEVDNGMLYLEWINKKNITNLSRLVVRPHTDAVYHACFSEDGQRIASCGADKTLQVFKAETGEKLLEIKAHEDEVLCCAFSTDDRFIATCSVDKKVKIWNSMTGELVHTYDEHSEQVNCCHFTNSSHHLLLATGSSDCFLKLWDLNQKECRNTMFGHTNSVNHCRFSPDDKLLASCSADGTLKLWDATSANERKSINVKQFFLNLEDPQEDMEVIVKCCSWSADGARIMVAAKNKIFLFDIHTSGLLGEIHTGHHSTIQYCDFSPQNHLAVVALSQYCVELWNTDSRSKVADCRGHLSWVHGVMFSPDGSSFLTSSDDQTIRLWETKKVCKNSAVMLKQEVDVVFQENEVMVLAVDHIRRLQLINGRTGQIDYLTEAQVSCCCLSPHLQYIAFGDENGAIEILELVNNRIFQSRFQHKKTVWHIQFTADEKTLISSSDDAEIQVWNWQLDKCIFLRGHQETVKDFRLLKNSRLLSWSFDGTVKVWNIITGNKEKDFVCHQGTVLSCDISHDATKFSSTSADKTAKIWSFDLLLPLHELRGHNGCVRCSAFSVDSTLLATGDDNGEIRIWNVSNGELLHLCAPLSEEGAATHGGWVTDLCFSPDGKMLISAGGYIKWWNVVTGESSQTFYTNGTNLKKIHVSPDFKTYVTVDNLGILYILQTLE
#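 Material: biochemical Apaf-1 apoptosome reconstitution. Medium: Hepes buffer, pH 7.5. Also added: cytochrome c activation, bis-DEVD rhodamine 110 substrate. Timing: 30 min compound preincubation, 50 min activation, room temperature. Measured by: rhodamine 110 fluorescence at Ex 480/Em 540 nm.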
# * marks the source's active call; other numbers are inactive results; ? = inconclusive; . = no result given. Cut-off read from the data, not from the text of the source, unless noted: active = inhibition above about 50%; inactive = the rest.
SMILES,697 NFkB inh,Gli-Sufu antag,UBC13 polyUb,SENP8 inh,EBI2 block,CCR6 antagonist,Jurkat NFkB inh,Apaf1 inhib
CC(C)NC(=O)C(C)N1CCN(S(=O)(=O)c2ccc3ccccc3c2)CC1 (stereo not drawn),3,-6,-12,-10,3,11,-3,10
O=C(N/N=C/c1ccc(F)c(F)c1)c1cc2c(s1)-c1ccccc1CC2,13,4,11,2,-2,-7,4,14
CCCCNCC(O)(c1ccc(Cl)cc1)c1ccc(Cl)cc1,29,34,16,4,3,23,-8,-1
COc1cccc(NC(=O)CN2C(=O)NC(c3ccccc3)(c3ccccc3)C2=O)c1,9,-4,-5,4,0,-9,8,13
COc1ccc(-c2nn(-c3ccccc3)cc2/C=C2/SC(=S)N(CCC(=O)O)C2=O)cc1,16,4,-35,12,3,14,-26,17
CCc1ccc(NC(=O)c2ccc3nc(N)sc3c2)cc1,-38,-32,-3,-19,0,-4,-60,3
COc1ccccc1/C=C(\NC(=O)c1ccc(OC)c(OC)c1)C(=O)Nc1cc([N+](=O)[O-])ccc1C,-8,4,-4,-6,10,19,-16,16
CC(C)CCN=CC1=C(O)CC(c2ccccc2)CC1=O (stereo not drawn),-4,-3,2,0,-5,7,6,-1
COc1ccc(CN(C)C(=O)C2CCN(S(=O)(=O)c3cccs3)CC2)cc1F,7,7,6,0,-3,1,13,-3
c1cc(Nc2ncnc3sc4c(c23)CCC4)ccn1,-3,-5,2,-4,-2,15,-14,-7
COc1ccc(C)cc1NC(=O)N1CCC(CO)(CC2CCCCO2)CC1 (stereo not drawn),14,8,-14,-3,-1,3,-13,5
Cc1ccccc1C(=O)NCC(=O)OCCOc1ccc(C(C)C)c(C)c1,-4,-8,-4,-5,0,23,7,30
CCn1c(COc2cccc(C)c2)nnc1SCC(=O)Nc1cccc(C(=O)OC)c1,17,27,5,-10,12,-17,-7,20
CCN(CC(=O)Nc1ccc(C)c(S(=O)(=O)N2CCOCC2)c1)Cc1ccccc1,0,3,2,-13,8,9,-9,30
CCOC(=O)NC1c2ccccc2Oc2ccccc21,-11,0,1,-1,3,5,-11,2
CCOc1ccccc1N1CCN(C2=C(NS(=O)(=O)c3cccs3)C(=O)c3ccccc3C2=O)CC1,-1,-2,-67,7,22,30,7,36
CCCCSc1nc2c(c(=O)n1CC)SC(C)C2 (stereo not drawn),3,-2,10,-3,-11,15,-5,10
CCC(C)NC(=O)CNC(=S)N(Cc1ccccc1F)C1CCCCC1 (stereo not drawn),-8,3,-8,-8,0,2,-16,19
O=C(O)c1cc([N+](=O)[O-])ccc1C(=O)Nc1ccccc1,-8,16,1,3,-5,15,3,1
Cc1ccc(N(C(=O)CCC(=O)Nc2nccs2)C(C(=O)NC(C)(C)C)c2ccc(O)cc2)cc1 (stereo not drawn),15,-1,16,0,-4,1,15,3
CC(OC(=O)COc1ccc(C#N)cc1)C(=O)c1ccccc1 (stereo not drawn),13,-8,6,-10,-3,6,7,-1
O=C(Cc1c[nH]c2ccccc12)Nc1nnc(C2CC2)s1,-127,5,-17,-9,-10,8,-33,-12
CC(=O)c1ccc(N2CCN(C(=O)c3cc(-c4ccc5c(c4)OCO5)nc4ccccc34)CC2)cc1,-6,-12,12,-7,-14,0,-3,7
CCNC(=S)NNC(=O)CCn1c2ccccc2c2ccccc21,-24,-9,21,-1,-3,15,-7,3
CCc1cccc(CC)c1NC(=O)COn1nnc2ccc(C(F)(F)F)cc21,2,-29,-11,4,-5,6,4,11

# New compounds follow
SMILES,697 NFkB inh,Gli-Sufu antag,UBC13 polyUb,SENP8 inh,EBI2 block,CCR6 antagonist,Jurkat NFkB inh,Apaf1 inhib
Nc1n[nH]c(-c2ccccc2)n1,-5,4,-4,-4,3,-8,-30,1
O=C1C2C3C=CC(O3)C2C(=O)N1CC(O)c1ccccc1 (stereo not drawn),-11,12,-4,-10,6,-2,-2,5
Cc1cc(Br)ccc1NC(=O)c1cnc(N2CCN(c3ccccn3)CC2)c2ccccc12,2,41,?,4,0,12,9,13
COc1ccc(/C=C2\SC(=O)N(CCC(=O)Nc3ccccc3)C2=O)cc1OC,17,6,3,-4,6,1,4,-10
Cc1ccc(C2=NCCn3nc4cc(C(F)(F)F)ccc4c32)cc1,-14,-8,2,-4,12,0,2,2
CC(=O)Nc1cccc(C(=O)OC(C(=O)c2ccc(C)c(C)c2)c2ccccc2)c1 (stereo not drawn),-65,1,-23,-4,27,18,-3,14
O=S(=O)(Nc1ccc(O)c(Sc2nc3ccccc3s2)c1)c1ccc(F)cc1,-27,3,0,-3,7,5,-4,16
c1cnc2ccc(C(c3nnnn3C3CCCCC3)N3CCN4CCCC4C3)cc2c1 (stereo not drawn),24,5,5,-9,9,3,-3,-1
COCCNC(=O)/C(C#N)=C/c1ccc(-c2ccc(S(=O)(=O)N3CCOCC3)cc2)o1,9,3,-6,-4,-3,8,2,-10
Cc1cccc2cc(CN(Cc3cccs3)Cc3nnnn3Cc3ccccc3)c(=O)[nH]c12,-1,5,4,-11,-5,10,-2,5
CNc1nc(Cl)c(SC)c(NCc2cccc(OC)c2)n1,-6,-10,25,0,-39,23,9,8
CCC(C)C(NC(=O)c1ccccc1NC(=O)c1ccco1)C(=O)O (stereo not drawn),0,5,-19,-15,-7,1,-4,0
CCCN1CCN(C(=S)Nc2sc(CC)cc2C(=O)OC)CC1,-7,9,6,-2,1,7,-4,10
C=CCNC(=O)COc1cc(C)cc(C)c1C,14,-7,12,-4,-8,2,10,-13
COc1ccc(CN2CCN(S(=O)(=O)c3ccccc3)CC2)cc1Br,-7,9,7,-4,14,8,-7,19
CCN(CC)c1nc(OCCNC(=O)Nc2ccccc2)nc(N(CC)CC)n1,7,-2,6,0,-2,25,-6,-52
CCC(=O)Nc1cc(C)c(OC)c(C)c1,11,-7,5,-5,-3,8,15,-17
COc1ccc(/C=C/C(=O)NCc2cnn(C)c2C)cc1COc1ccc(Br)cc1,3,-9,12,-2,28,9,1,8
CCOC(=O)N1CCN(C(=O)C(c2ccccc2)c2ccccc2)CC1,-28,-11,0,0,-5,14,-24,-4
CCN1CCN(C(=O)C2COc3ccccc3O2)CC1 (stereo not drawn),-14,-28,-1,3,-10,-9,-5,1
COc1cc(-c2cc(C(=O)Nc3cccc(C(C)=O)c3)c3ccccc3n2)cc(OC)c1OC,4,2,6,-12,-13,8,-4,23
Cc1ccc(/C(O)=C2/C(=O)C(=O)N(CCN3CCOCC3)C2c2cccs2)cc1 (stereo not drawn),-6,-19,-9,-7,-16,-4,-24,-7
Cc1ccc(SC(C)C(=O)NCc2ccc(F)cc2)cc1 (stereo not drawn),14,-26,-5,-6,-2,-10,-2,8
CCC(Cc1ccccc1)NS(=O)(=O)c1ccc2c(c1)NC(=O)C(C)S2 (stereo not drawn),-26,-9,-1,-8,-9,12,-5,26
O=C(/C=C/c1ccco1)OCn1nnc2ccccc2c1=O,-31,-1,-17,10,2,-1,-13,10

# Two records picked at random from the list so far, as already listed:
SMILES,697 NFkB inh,Gli-Sufu antag,UBC13 polyUb,SENP8 inh,EBI2 block,CCR6 antagonist,Jurkat NFkB inh,Apaf1 inhib
CCC(=O)Nc1cc(C)c(OC)c(C)c1,11,-7,5,-5,-3,8,15,-17
O=C1C2C3C=CC(O3)C2C(=O)N1CC(O)c1ccccc1 (stereo not drawn),-11,12,-4,-10,6,-2,-2,5

# More structures:
SMILES,697 NFkB inh,Gli-Sufu antag,UBC13 polyUb,SENP8 inh,EBI2 block,CCR6 antagonist,Jurkat NFkB inh,Apaf1 inhib
COc1ccc(/C=N/NC(=O)CSc2ccccc2)cc1OC,9,0,5,11,-9,0,4,2
COc1ccc(CC(NC(C)=O)C(=O)NC2CCN(c3c4c(nc5ncnn35)CCC4)CC2)cc1OC (stereo not drawn),-2,-2,-3,-9,.,5,4,-5
CCCCC(NC(=O)Cc1c(C)c2cc3c4c(oc3c(C)c2oc1=O)CCCC4)C(=O)O (stereo not drawn),-5,-1,8,-11,9,3,-9,6
N#Cc1c(Cn2cncn2)nc(=O)n(-c2ccccc2)c1N,4,0,0,-2,-12,1,-8,-3
O=C(NC1CCCCCC1)c1cccnc1Sc1ccc(Cl)cc1,-43,0,5,-3,-4,31,29,10
Cc1nc2ccccc2c(=O)n1NC(=O)c1ccccc1,5,16,15,-3,-3,-1,-6,-17
COc1ccc(CNC(=O)C(=O)NCc2ccncc2)cc1,-7,-10,-6,-11,1,13,-16,-1
CC(C)(C)C(=O)CSc1nccc(=O)[nH]1,2,6,3,-5,2,-8,4,-32
Cc1ccc(S(=O)(=O)Nc2ccc3c(c2)nc(CCN2CCCCC2)n3C)cc1,-7,6,2,-6,7,1,0,2
CCOC(=O)c1[nH]c2ccc(OC)cc2c1NC(=O)CN1CCC2(CC1)OCCO2,-6,1,5,5,2,3,5,14
Cn1ccc2cc(-c3ccc4ncnc(NCc5cccs5)c4c3)ccc21,-59,14,-9,-11,8,7,-11,19
O=C(Cn1cnc2cc([N+](=O)[O-])ccc2c1=O)NCc1ccc(Cl)cc1,-3,8,-6,2,-16,-18,3,-7
CC1=Nc2cc(C(=O)O)ccc2Sc2c(C)ccc(C)c21,16,-5,-5,-4,6,11,-8,6
CCC(C)NCCCOc1ccc(C)cc1OC (stereo not drawn),7,-10,6,1,7,-5,-13,-6
CCOCCCNC(=S)N1CCN(C(=O)C(=O)Nc2ccc(C(=O)OC)cc2)CC1,-19,10,-21,-2,2,16,-3,6
O=c1[nH]c2ccccc2nc1C(F)(F)F,8,26,15,6,-2,4,4,-17
O=[N+]([O-])c1ccc(N2CCN(S(=O)(=O)c3cnc[nH]3)CC2)cc1,-12,-9,-7,-2,-3,12,7,-9
Clc1ccccc1-c1nnc2sc(C3COc4ccccc4O3)nn12 (stereo not drawn),-2,-1,5,10,3,13,5,0
CCOC(=O)c1c(C)nc2ccccc2c1-c1ccccc1,-12,7,-4,-8,3,18,-3,8
CCOC(=O)c1c(NC(=O)CSc2nc3cc(Cl)ccc3s2)sc(C(C)=O)c1C,-25,.,0,-12,.,.,-9,14
O=C(CN(C(=O)Cn1nnc(-c2ccc(F)cc2)n1)C1CCCC1)NC1CCCC1,18,46,3,-2,1,-8,3,-12
COc1ccccc1N1CCN(c2nc3c(C)cccn3c(=O)c2C=O)CC1,-1,9,3,5,12,13,-1,7
O=C(Cc1ccccc1Cl)NC1(O)C(=O)c2ccccc2C1=O,19,-1,-24,12,0,2,13,89*
Cc1nc2c(=O)oc3ccccc3c2n1-c1ccccc1,-7,1,-4,8,7,15,10,11
COc1ccc(C)cc1-n1c(SCC(=O)NCC2CCCO2)nc2c([nH]c3ccccc32)c1=O (stereo not drawn),-4,-3,-6,-13,-1,28,-6,9
CC(=O)c1c(C)[nH]c(C(=O)Nc2ccccc2Cl)c1C,-18,-23,5,-12,2,1,-30,11
O=[N+]([O-])c1ccc2c(c1)oc1ccccc12,-12,4,0,-10,-3,10,-14,1
CCOC(=O)c1[nH]c2c(c1C)C(=O)CC(c1ccc(F)cc1)C2 (stereo not drawn),-21,39,-7,-12,-2,-8,64*,0
CNc1ccc(C(=O)OCC(=O)NC(=O)NC2CCCCC2)cc1[N+](=O)[O-],11,2,0,6,3,5,1,0

# Reformatted field by field: 2 of the compounds above
CNc1ccc(C(=O)OCC(=O)NC(=O)NC2CCCCC2)cc1[N+](=O)[O-]
  697 NFkB inh: 11; Gli-Sufu antag: 2; UBC13 polyUb: 0; SENP8 inh: 6; EBI2 block: 3; CCR6 antagonist: 5; Jurkat NFkB inh: 1; Apaf1 inhib: 0
Cc1ccc(S(=O)(=O)Nc2ccc3c(c2)nc(CCN2CCCCC2)n3C)cc1
  697 NFkB inh: -7; Gli-Sufu antag: 6; UBC13 polyUb: 2; SENP8 inh: -6; EBI2 block: 7; CCR6 antagonist: 1; Jurkat NFkB inh: 0; Apaf1 inhib: 2

# Only part of the results is shown. The share of hits here may be higher or lower than overall.
